Source: PubChem (several laboratories)
TRPC4 PAM: positive allosteric modulators of TRPC4, primary screen, cell-based, mouse TRPC4beta, HEK293 mu-opioid, Fluo-4 calcium; DAMGO EC20, Fluo-4 Ca2+ flux; hits give high values; B-score at 10 µM; Short transient receptor potential channel 4 (Mus musculus), Q9QUQ5; 310,000 tested, 0.42% active; AID 2227, 2009;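 active means B-score of calcium response area above 5 SD of library B-scores, with initial fluorescence ratio within 5 SD of library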;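 further: B-score of integrated fluorescence ratio over time as area under calcium response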
TRPC6 inh: mouse TRPC6 channel inhibitors, primary screen, cell-based, HEK293, membrane potential dye; Short transient receptor potential channel 6 (Mus musculus), Q61143; ACh-evoked depolarization; hits give low values; B-score at 10 µM; 310,000 tested, 1.1% active; AID 2553, 2010;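 active means B-score under library mean minus 3 SD, initial fluorescence not abnormally high, positive integrated signal ratio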;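 further: B-score derived from integrated fluorescence ratio over the kinetic read; more negative B-score means stronger inhibition of depolarization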
MrgX1 PAM: positive allosteric modulators of MrgX1, primary screen, HEK293 cells, Fluo-4 calcium flux. FDSS; hits give high values. AID 588675, 2011. B-score at 10 µM. 310,000 tested, 0.63% active. Mas-related G-protein coupled receptor member X1 (Homo sapiens), Q96LB2;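 active means plate-corrected calcium response at least 3 library SD above typical, normal starting fluorescence, not activating the receptor alone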;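 further: compound read alongside a low EC10 to EC30 dose of BAM8-22 agonist; peak minus trough fluorescence over baseline measured at the second addition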
SKKanGAS inh: S. pyogenes SKKanGAS growth inhibitors in kanamycin, primary screen, streptokinase expression inhibitor project, SKKanGAS strain, BacTiter-Glo luminescence | 6 h | inhibition, % at 7.5 µM | AID 1662, 2009 | 300,000 tested, 1.3% active;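 active means mean replicate score, as percent of positive control median, at least 50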;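 further: strain carries kanamycin resistance gene driven by streptokinase promoter and grows in 40 µg/ml kanamycin; loss of luminescence reflects streptokinase promoter inhibition or plain growth inhibition; 0% = median of DMSO wells and 100% = positive control at its reference dose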
TRPC4 inh: inhibitors of mouse TRPC4 channel, primary screen, Fluo4 calcium, HEK293 TRPC4beta/mu-opioid cells; Short transient receptor potential channel 4 (Mus musculus), Q9QUQ5; DAMGO-evoked Fluo4 calcium flux; hits give low values; B-score at 10 µM; 300,000 tested, 0.39% active;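 active means B-score over 3 SD under the library average, no early fluorescence shift, positive overall ratio signal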
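Material: HEK293 cells with stable TRPC4beta plus mu-opioid receptor expression / Probe or stimulus: DAMGO in two steps, submaximal then maximal / Compound: single concentration per test compound / Technique: kinetic Fluo4 fluorescence imaging of calcium influx / Read-out: per-well B score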
ANO1 block: TMEM16A chloride channel inhibitors, primary screen, cell-based, HTS. 310,000 tested, 1.2% active. normalized B-score (activity score, 25-100; higher = stronger inhibition) at 10 µM. AID 588511, 2011. HEK293 TMEM16A/YFP iodide influx fluorescence, ionomycin;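 active means ratio plate-corrected score three or more library SD toward inhibition, starting fluorescence score within five deviations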;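 further: score derived from kinetic fluorescence span divided by baseline fluorescence per well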
Target sequence (Q8BHY3 whole entry, looked up): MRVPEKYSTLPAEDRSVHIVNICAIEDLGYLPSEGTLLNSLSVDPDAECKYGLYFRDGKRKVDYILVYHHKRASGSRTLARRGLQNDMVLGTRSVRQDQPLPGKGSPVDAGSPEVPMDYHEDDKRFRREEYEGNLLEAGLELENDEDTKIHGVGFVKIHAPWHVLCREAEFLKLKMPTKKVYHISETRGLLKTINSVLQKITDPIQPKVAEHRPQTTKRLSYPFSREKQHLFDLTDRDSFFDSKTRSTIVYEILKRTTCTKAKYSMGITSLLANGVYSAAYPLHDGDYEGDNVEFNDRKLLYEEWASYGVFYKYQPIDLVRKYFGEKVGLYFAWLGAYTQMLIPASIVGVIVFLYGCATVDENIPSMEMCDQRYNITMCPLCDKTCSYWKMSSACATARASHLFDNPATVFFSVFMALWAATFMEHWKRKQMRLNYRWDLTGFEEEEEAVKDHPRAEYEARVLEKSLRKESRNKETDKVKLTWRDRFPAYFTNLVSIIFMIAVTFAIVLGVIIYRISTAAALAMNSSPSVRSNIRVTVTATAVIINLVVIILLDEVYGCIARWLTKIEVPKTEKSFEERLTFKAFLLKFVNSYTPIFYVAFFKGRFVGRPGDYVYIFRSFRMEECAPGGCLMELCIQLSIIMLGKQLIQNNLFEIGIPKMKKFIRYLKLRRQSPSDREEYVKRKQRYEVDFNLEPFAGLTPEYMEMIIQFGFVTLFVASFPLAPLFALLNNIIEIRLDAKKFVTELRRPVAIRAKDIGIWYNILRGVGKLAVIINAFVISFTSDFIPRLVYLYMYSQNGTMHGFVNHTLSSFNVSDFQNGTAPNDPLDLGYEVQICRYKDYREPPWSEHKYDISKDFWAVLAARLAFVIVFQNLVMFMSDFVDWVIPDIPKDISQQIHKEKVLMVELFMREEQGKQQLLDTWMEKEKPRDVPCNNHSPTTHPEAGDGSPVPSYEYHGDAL
MrgX1 antagonist: antagonists of human MrgX1 receptor, primary screen, HEK293 cells, Fluo-4 calcium flux | BAM8-22 antagonism; hits give low values | B-score at 10 µM | 310,000 tested, 1.3% active | AID 588676, 2011;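 active means calcium-response B-score plate-corrected more than 3 library SD below zero, starting fluorescence within 5 deviations, no agonist response on first addition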;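 further: peak minus trough fluorescence over baseline after final BAM8-22 challenge near maximal dose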
MrgX1 agonist: agonists of human MrgX1 receptor, primary screen, HEK293 cells, Fluo-4 calcium flux | B-score at 10 µM | Mas-related G-protein coupled receptor member X1 (Homo sapiens), Q96LB2 | 310,000 tested, 0.44% active | Fluo-4 calcium fluorescence, agonist mode; hits give high values;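 active means calcium response B-score plate-corrected fluorescence ratio at least 3 library SD, with starting fluorescence B-score inside 5 SD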
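Assay system: stable human MrgX1 HEK293 cell line. Quantity: 15,000 cells per well. Schedule: cells plated overnight, dye loaded 0.5 h 37 °C, 0.5 h room temperature. Detection: Fluo-4 NW calcium-flux fluorescence, kinetic read. Read-out basis: peak-minus-minimum fluorescence over baseline, converted to B scores. Control set: positive and negative control wells on each plate.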
TRPC6 activator: mouse TRPC6 channel activators, primary screen, cell-based, HEK293, membrane potential dye; Short transient receptor potential channel 6 (Mus musculus), Q61143; HEK293-TRPC6 membrane potential dye fluorescence; hits give high values; B-score at 10 µM; 310,000 tested, 0.13% active;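 active means B-score of the integrated fluorescence ratio above library mean plus 3 SD, and starting fluorescence ratio within library mean plus 5 SD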;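 further: higher score means more depolarization so channel activation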
TRPC4 agonist: activators of mouse TRPC4 channel, primary screen, Fluo4 calcium, HEK293 TRPC4beta/mu-opioid cells. B-score at 10 µM. 310,000 tested, 0.49% active. AID 2237, 2010. Fluo4 calcium fluorescence; hits give high values;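 active means B-score above 5 SD of library B-scores, and initial fluorescence ratio not above library mean plus 5 SD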;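 further: positive B-score marks a calcium rise read as TRPC4 activation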
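Assay system: HEK293 stable line with TRPC4beta plus mu-opioid receptor; schedule: 45 min room-temperature Fluo4 loading, 110 s read; technique: kinetic Fluo4 calcium fluorescence; evaluation: integrated baseline-normalised fluorescence ratio, converted to per-well B score; controls: buffer (low) and maximal DAMGO (high)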
TMEM16A act: TMEM16A chloride channel activators or potentiators, primary screen, cell-based, HTS; Anoctamin-1 (Mus musculus), Q8BHY3; HEK293 TMEM16A/YFP-H148Q/I152L, iodide quench fluorescence; hits give low values; B-score at 10 µM; 340,000 tested, 0.3% active;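 active means fluorescence-ratio B-score plate-corrected deviation score at least 3 library SD below zero, with starting fluorescence score within 5 deviations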;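 further: channel opened by trigger with iodide after compound preincubation; score built on the fluorescence ratio of max minus min over baseline; more negative score means more quench and so TMEM16A activation or potentiation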
Starred values were filed as active, the others as inactive; i = inactive; . = not tested or not shown.

smiles	TRPC4 PAM	TRPC6 inh	MrgX1 PAM	SKKanGAS inh	TRPC4 inh	ANO1 block	MrgX1 antagonist	MrgX1 agonist	TRPC6 activator	TRPC4 agonist	TMEM16A act
O=C(OCC(=O)N1CCOCC1)c1ccc2c(c1)OCCO2	i	i	i	6	i	i	i	i	i	i	i
COc1ccc(CN2CCCC(CNC(=O)c3ccc(F)cc3)C2)c(F)c1 (centres undefined)	i	i	i	7	i	i	i	i	i	i	i
O=C(CNC(=S)NC(=O)C1CCCCC1)c1ccccc1	i	i	i	3	i	i	i	i	i	i	i
CCOC(=O)CN(c1ccccc1C)S(=O)(=O)c1ccc(Cl)cc1	i	i	i	9	i	i	i	i	i	i	i
COc1cc2c(cc1O)[C@@H]1Cc3cc(OC)c(OC)cc3C(C2)N1C	i	i	i	-6	i	i	i	i	i	i	i
O=C(N1CCCCCC1)N1CCN(S(=O)(=O)N2CCCCC2)CC1	i	i	i	-5	i	i	i	i	i	i	i
c1ccc2c(-c3nnc(SCc4cn5ccccc5n4)o3)c[nH]c2c1	i	i	i	-10	i	i	i	i	i	i	i
Cc1ccc(N2CC(C(=O)NC3CCSC3=O)CC2=O)cc1 (centres undefined)	i	i	i	.	i	i	i	i	i	i	i
COc1ccc(CN(C(=O)CNC(=O)c2ccco2)C(C(=O)NCC2CCCO2)c2ccccc2)cc1 (centres undefined)	i	i	i	6	i	i	i	i	i	i	i
COc1ccc(Cl)cc1S(=O)(=O)N1CCCc2ccccc21	i	i	i	-1	i	i	i	i	i	i	i
N#CCCN1CCN(S(=O)(=O)c2ccc(S(=O)(=O)NC3CCCC3)cc2)CC1	i	i	i	-1	i	i	i	i	i	i	i
Cc1cc(C(=O)OCC(=O)Nc2cc(S(=O)(=O)N(C)C)ccc2C)c(C)o1	i	i	i	-8	i	i	i	i	i	i	.
c1ccc(CNCC2COc3ccccc3O2)cc1 (centres undefined)	i	i	i	0	i	i	i	i	i	i	i
Cc1[nH]c(=O)c(C(=O)c2ccccc2O)cc1C(=O)O	i	i	i	-6	i	i	i	i	i	i	i
Cc1ccc(C)n1-c1nn(S(=O)(=O)c2cccc3cccnc23)c2cccc(F)c12	i	i	i	12	i	i	i	i	i	i	i
CCOC(=O)C1=C(COC(=O)COc2ccccc2OCC)NC(=O)NC1C (centres undefined)	i	i	i	-2	i	i	i	i	i	i	i
Cc1ccc(F)cc1NC(=S)NCCc1ccccc1	i	i	i	2	i	i	i	i	i	i	i
CSc1nc2c(c(=O)[nH]1)C(c1cccc(Br)c1)CC(=O)N2 (centres undefined)	i	i	i	8	i	i	i	i	i	i	i
COc1ccc2cc(C(C)C(=O)N3CCC(C(N)=O)CC3)ccc2c1 (centres undefined)	i	i	i	-5	i	i	i	i	i	i	i
O=S(=O)(c1ccccc1)c1cc(O)ccc1O	i	i	i	-2	i	i	i	i	i	i	i
COc1ccc(NC2CCCN(C(=O)CCCN3CCCCC3=O)C2)cc1 (centres undefined)	i	i	i	-6	i	i	i	i	i	i	i
COc1cc(N)ccc1NC(=O)c1cccs1	i	i	i	10	i	i	i	i	i	i	i
COc1ccc(NC(=O)/C=C/c2cccc(F)c2)cn1	i	i	i	5	i	i	i	i	i	i	i
CSc1ccc(CN2CCC(n3nccc3NC(=O)CCCc3ccccc3)CC2)cc1	i	i	i	-8	i	i	i	i	i	i	i
CC(C)C(NC(=O)C1CCCCC1)C(=O)NCc1ccccn1 (centres undefined)	i	i	i	-20	i	i	i	i	i	i	i
Cn1ncc(Cl)c1C(=O)N1CCN(c2ccc(Cl)c(Cl)c2)CC1	i	i	i	-2	i	i	i	i	i	i	i
Cn1c(=O)cc(OCCCC(=O)NC2CCCC2)c2ccccc21	i	i	i	3	i	i	i	i	i	i	i
O=C(N/N=C/C(c1ccccc1)c1ccccc1)c1ccccc1F	i	i	i	0	i	i	i	i	i	i	i
Cc1cccc(C(=O)Nc2sc3c(c2C(=O)O)CCC3)c1	i	i	i	5	i	i	i	i	i	i	i
CCn1nc(C)c(CNC(=O)CC2C(=O)NCCN2CC(C)C)c1C (centres undefined)	i	i	i	2	i	i	i	i	i	i	i
CCN(CC)S(=O)(=O)c1cc(NC(=O)CNc2c(C)n(C)n(-c3ccccc3)c2=O)ccc1C	i	i	i	-5	i	i	i	i	i	i	i
O=C(NCc1ccc2c(c1)OCO2)C1CCCN(S(=O)(=O)c2cccnc2)C1 (centres undefined)	i	i	i	-6	i	i	i	i	i	i	i
CCc1c(C)nn(C(=O)/C(C#N)=C\N(C)C)c1C	i	i	i	2	i	i	i	i	i	i	i
CCN1CCN(C(c2cccs2)C(C)NC(=O)c2ccccc2)CC1 (centres undefined)	i	i	i	-3	i	i	i	i	i	i	i
CC(C)(C)C1C=C(Sc2ccccc2)C(=O)O1 (centres undefined)	i	i	i	-4	i	i	i	i	i	i	i
COc1ccc(CNS(=O)(=O)c2cc(OCC(N)=O)c(C)cc2Cl)cc1	i	i	i	1	i	i	i	i	i	i	i
O=C(Cc1ccccc1Cl)N1CCN(c2ccccn2)CC1	i	i	i	-3	i	i	i	i	i	i	i
CCOc1ccc2nc(NC(=O)c3ccco3)sc2c1	i	i	i	13	i	i	i	i	i	i	i
CCn1c(Cc2ccc(OC)cc2)nnc1SCC(=O)Nc1cccc(C(=O)OC)c1	.	.	i	.	.	i	i	i	.	.	i
CCn1c(SCC(=O)Nc2ccc3c(c2)OCO3)nnc1-c1ccccc1O	i	i	i	0	i	i	i	i	i	i	i
CCCNc1nc2c(c(=O)[nH]c(=O)n2C)n1CCCc1ccccc1	i	i	i	-5	i	i	i	i	i	i	i
Cc1oc(-c2ccccc2Cl)nc1CS(=O)CC(=O)NC1CC1 (centres undefined)	i	i	i	-6	i	i	i	i	i	i	i
CCOc1ccc(N(C(=O)c2snc(C(N)=O)c2N)C(C(=O)NCC2CCCO2)c2ccc(C)o2)cc1 (centres undefined)	i	i	.	3	i	.	.	.	i	i	i
COc1cccc(-c2nc(CS(=O)CC(=O)NCc3ccc4c(c3)OCO4)c(C)o2)c1 (centres undefined)	i	i	i	-4	i	i	i	i	i	i	i
CCOc1ncccc1C(=O)Nc1ccc(F)c(F)c1	i	i	i	-2	i	i	i	i	i	i	i
COc1ccc(-c2ccc(=O)n(Cc3ccc([N+](=O)[O-])cc3)n2)cc1	i	i	i	-9	i	i	i	i	i	i	i
CS(=O)(=O)N(Cc1ccccc1)c1ccc(C(=O)NCC2CCCO2)cc1 (centres undefined)	i	i	i	-4	i	i	i	i	i	i	i
COC(=O)CN1C(=S)N(Cc2ccccc2)C(=O)C1CC(=O)Nc1ccc(OC)cc1 (centres undefined)	i	i	i	-12	i	i	i	i	i	i	i
Cc1ccc(NC(=O)c2ccc(OCc3c(C)noc3C)cc2)cc1	i	i	i	4	i	i	i	i	i	i	.
N=c1c(S(=O)(=O)c2ccc(F)cc2)cc2c(=O)n3ccccc3nc2n1CC1CCCO1 (centres undefined)	i	i	i	-12	i	i	i	i	i	i	i
O=C(N=Nc1c(O)[nH]c2ccccc12)c1ccc2c(c1)OCO2	i	i	i	13	i	i	i	i	i	i	i
S=C(Nc1ccccc1)N1CCCCCC1	i	i	i	-9	i	i	i	i	i	i	i
C[C@@H]1OC(Nc2ccc(N=Nc3ccccc3)cc2)[C@H](O)[C@H](O)[C@H]1O (some centres undefined)	i	i	i	-1	i	i	i	i	i	i	i
NC(=O)N=Nc1c(O)[nH]c2c(Br)cc(Br)cc12	11*	i	i	6	i	i	i	i	i	i	.
COc1ccc(C(C#N)C2(C)OCCO2)cc1OC (centres undefined)	i	i	i	13	i	i	i	i	i	i	i
CCn1c(=O)c2c3c(sc2n2cnnc12)CCC3	i	i	i	-4	i	i	i	i	i	i	i
CC(=O)c1ccc(S(=O)(=O)N2CCC(NC(=O)c3ccccc3)CC2)cc1	i	i	i	3	i	i	i	i	i	i	i
COC(=O)C1Cc2c([nH]c3ccccc23)C2(CCN(Cc3ccccc3)CC2)N1 (centres undefined)	i	-7.5*	i	-5	i	i	i	i	i	i	i
N=c1oc2ccc3ccccc3c2cc1-c1nnc2n1CCCCC2	.	.	i	.	.	i	i	i	.	.	i
CCOC(=O)COc1c(Cl)cc(/C=C2\N=C(C)OC2=O)cc1OC	i	i	i	-3	i	i	i	i	i	i	i
COc1ccc(/C=C/C(=O)NCc2cn(C)nc2C)cc1COc1ccc(Br)cc1	i	i	i	3	i	i	i	i	i	i	i
Cc1ccc(Cn2ccsc2=NC(=O)CCl)cc1	i	i	i	-21	i	i	i	i	i	i	i
